Pol kappa inh: qHTS for Inhibitors of Polymerase Kappa; Potency, µM (top dose mostly 107 µM), for inactives: at the highest dose activity, negative = inhibition, most hits filed as inhibitors; AID 588579, 2011; DNA polymerase kappa (Homo sapiens), Q9UBT6; 0.53% of 400,000 active; purified Pol kappa, fluorescent DNA synthesis assay, 10 min; further: potency means the concentration at half of the fitted maximal effect; on the % scale 0 is the no-effect control and ±100 the full control effect
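Enzyme at 10 nM met test compounds for 15 min at room temperature. Substrate addition (50 nM final) began the reaction, which was monitored by fluorescence at 0 and 10 min.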
Pol eta inh: qHTS for Inhibitors of Polymerase Eta; recombinant Pol eta, fluorescent DNA replication assay; Potency, µM (series often up to 114 µM), inactives show at the top dose activity change, negative = inhibition, usual class: inhibitors; 1.2% of 390,000 active; further: potency means the concentration at half of the fitted maximal effect; on the % scale 0 is the no-effect control and ±100 the full control effect
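Pol eta at 10 nM preincubated with compounds 15 min at room temperature; reaction started with fluorescent substrate (50 nM final) and read kinetically at 0 and 10 min.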
POLI inh: qHTS for Inhibitors of Polymerase Iota | DNA polymerase iota (Homo sapiens), Q9UNA4 | Pol iota fluorescent replication assay, 10 min | 1% of 390,000 active | Potency, µM (doses to about 115 µM), without a hit: at the highest dose activity, negative = inhibition, most hits filed as inhibitors | AID 588590, 2011; further: potency means the concentration at half of the fitted maximal effect
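Fluorescent replication assay read twice, at 0 min and 10 min after adding 50 nM (final) substrate. Enzyme (10 nM) and compounds were first incubated 15 min at room temperature; enzyme-free buffer wells were negative controls.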
POLB inh: qHTS Assay for Inhibitors of DNA Polymerase Beta; P06746; AID 485314, 2010; Pol beta primer extension/strand displacement, fluorescence kinetic; 1.3% of 340,000 active; Potency, µM (series often up to 114 µM), for the others: at the highest dose activity change, negative = inhibition, most hits filed as inhibitors; further: potency means the concentration at half of the fitted maximal effect; on the % scale 0 is the no-effect control and ±100 the full control effect
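Curves were derived by four-parameter Hill fits of normalized qHTS data. The kinetic fluorescent primer-extension read was taken at 0 and 10 min after 50 nM substrate, following a 15 min room-temperature preincubation of 10 nM enzyme with compounds.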
BLM inh: qHTS Assay for Inhibitors of Bloom's syndrome helicase (BLM); RecQ-like DNA helicase BLM (Homo sapiens), P54132; recombinant BLM DNA unwinding, fluorescence dequenching; Potency, µM (highest dose often 56.1 µM), for the others: top-dose activity change, negative = inhibition, hits mostly inhibitors; 0.2% of 350,000 active; AID 2528, 2010;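 further: potency means the concentration at half of the fitted maximal effect; plate controls were vehicle for no effect and no enzyme for full effect; nearly all actives have a fitted effect of over 35% in size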
LDHA inh: qHTS assay for inhibitors of human lactate dehydrogenase; purified LDHA, NADH/diaphorase-resazurin fluorescence; stronger effect = lower value; activity change, % (values are at about 110 or 230 µM); 0.15% of 480,000 active; AID 1347041, 2019; in the data active means activity change below about -30%; inconclusive means mostly about -25% to -30%;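 further: plate controls were DMSO wells for no effect and wells without enzyme for full effect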
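Resorufin fluorescence (ex540/em590), read at 0 and 20 min after diaphorase/resazurin addition, reports the NADH left after a 5 min room-temperature reaction of 2 nM human LDH5 with 0.06 mM NADH and 0.2 mM pyruvate.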
APE1 inh: qHTS Assay for Inhibitors of the Human Apurinic/apyrimidinic Endonuclease 1 (APE1). recombinant APE1, TAMRA/BHQ-2 abasic DNA cleavage fluorescence. Potency, µM (series often up to 65.8 µM), inactives show at the top dose activity change, negative = inhibition, usual class: inhibitors. 0.35% of 350,000 active. AID 2517, 2012;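 further: potency means the concentration at half of the fitted maximal effect; plate controls were vehicle for no effect and reference inhibitor for full effect; nearly all actives have a fitted effect of over 55% in size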
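Activity was derived from the fluorescence gain between first and third kinetic reads (60 s intervals, ex 525/em 598 nm) after 50 nM THF-abasic TAMRA/BHQ-2 duplex was added to 0.75 nM APE1 preincubated 15 min with compound.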
Anesthetic bind: qHTS Assay for Identification of Novel General Anesthetics | Ferritin light chain (Equus caballus), P02791 | apoferritin/1-aminoanthracene competitive binding, fluorescence | Potency, µM (doses to about 77.5 µM), for inactives: at the highest dose activity change, negative = displacement, most hits filed as inhibitors | 0.074% of 350,000 active; further: potency means the concentration at half of the fitted maximal effect; on the % scale 0 is the no-effect control and ±100 the full control effect; nearly all actives have a fitted effect of over 20% in size
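Concentration-response curves derived by four-parameter Hill fitting of normalized fluorescence, where compounds displaced 1-AMA from 10 uM horse apoferritin following a brief 10 min room-temperature incubation; propofol titration acted as positive control.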
GRP78 ERSR act: qHTS for Inducers of the Endoplasmic Reticulum Stress Response (ERSR) in Human Glioma: qHTS. U87-MG GRP78 promoter luciferase reporter, 16 h. Potency, µM, without a hit: at the highest dose activation, hits mostly activators. 0.02% of 420,000 active. AID 602332, 2012; further: potency means the concentration at half of the fitted maximal effect; series mostly up to about 76 µM; % of control where 0% means no effect; nearly all actives have a fitted effect of over 35% in size
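Stably transfected U87-MG human glioma cells carrying a GRP78-based luminescent sensor were seeded at 1000 cells/well, pin-dosed with compounds and incubated 16 h. Luciferase reagent was then added, and end-point luminescence was read after 10 min at room temperature.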
* marks the source's active call; other numbers are inactive results; ? = inconclusive; nt = no result given; & = joins results of further samples; [ ] = dose if it differs, or a comment. Unless noted, the call rests on the fitted dose curve; in most records, active means well fitted curve in the direction sought with a large enough effect; inconclusive means small, poorly fitted or top-dose-only effect, or another doubt; inactive means no such curve, though single readings can be large; an effect the other way counts as inactive or inconclusive. An excerpt; count on the stated rates, not on these rows.

A first look (3 entries):
SMILES | Pol kappa inh | Pol eta inh | POLI inh | POLB inh | BLM inh | LDHA inh | APE1 inh | Anesthetic bind | GRP78 ERSR act
Cc1cccc(NC(=O)c2nc[nH]c2C(=O)NCCN(CCNC(=O)c2[nH]cnc2C(=O)Nc2cccc(C)c2)CCNC(=O)c2[nH]cnc2C(=O)Nc2cccc(C)c2)c1 | 0% | -12% | -23% | nt | nt | -11 | -23% | nt | -3%
COc1ccc(NS(=O)(=O)c2ccc(C)c(C(=O)OC(C)C(=O)N3CCOCC3)c2)cc1 (stereo not given) | 2% | -17% | 16% | nt | nt | -13 | 21% | nt | -1%
CCOc1ccc(CCNC(=O)c2cn(C)c3ccc(S(=O)(=O)N4CCCCC4)cc3c2=O)cc1OCC | -5% | -13% | 79µM* | ? | -1% | 1 | nt | 18% | -3%

Results, previewed entries included:
SMILES | Pol kappa inh | Pol eta inh | POLI inh | POLB inh | BLM inh | LDHA inh | APE1 inh | Anesthetic bind | GRP78 ERSR act
Cc1cccc(NC(=O)c2nc[nH]c2C(=O)NCCN(CCNC(=O)c2[nH]cnc2C(=O)Nc2cccc(C)c2)CCNC(=O)c2[nH]cnc2C(=O)Nc2cccc(C)c2)c1 | 0% | -12% | -23% | nt | nt | -11 | -23% | nt | -3%
COc1ccc(NS(=O)(=O)c2ccc(C)c(C(=O)OC(C)C(=O)N3CCOCC3)c2)cc1 (stereo not given) | 2% | -17% | 16% | nt | nt | -13 | 21% | nt | -1%
CCOc1ccc(CCNC(=O)c2cn(C)c3ccc(S(=O)(=O)N4CCCCC4)cc3c2=O)cc1OCC | -5% | -13% | 79µM* | ? | -1% | 1 | nt | 18% | -3%
COc1ccc(-c2noc(CNC(=O)CCN3C(=O)[C@H]4CC=CC[C@H]4C3=O)n2)cc1 | -6% | 0% | -20% | 1% | 1% | -1 | -13% | ? | 3%
CCCCOC(=O)Nc1nnc(CCOCC)s1 | -4% | -5% | -3% | 27% | 0% | -6 | -5% | -13% | -1%
NS(=O)(=O)c1ccc(CCNC(=O)COC(=O)CN2C(=O)C3CCCCC3C2=O)cc1 (stereo not given) | 0% | -10% | 122%[activator] | 1% | 1% | -7 | 0% | -4% | 1%
CC(=O)c1ccc(OCCCCOc2ccc(C(C)=O)cc2)cc1 | -3% | -17% | 9% | 23% | 3% | -4 | -1% | -2% | -2%
Cc1ccc(OCC(=O)N/N=C\c2ccc(C)o2)c([N+](=O)[O-])c1 | 0% | -11% | 27% | ? | -2% | 3 | 3% | -12% | 3%
O=C(Cn1nc(C(=O)O)c2ccccc2c1=O)NCC1CCCO1 (stereo not given) | -3% | 0% | 6% | 2% | -5% | -6 | 23% | 8% | -5%
Cc1cccc(/C=N/Nc2cc(N3CCOCC3)nc(N3CCOCC3)n2)c1 | -9% | -13% | 6% | -1% | -9% | 10 | 3% | -2% | 0%
CNC(=S)N(Cc1cccs1)Cc1cc2cc(OC)c(OC)cc2[nH]c1=O | -9% | ? | -7% | 0% | -4% | -6 | -13% | 3% | -2%
CCC(C)NC(=O)c1sc2nc(C)c(C(=O)Nc3ccc(C)cc3C)c(-c3ccccc3Cl)c2c1N (stereo not given) | -2% | -20% | 18% | 17% | -4% | -14 | nt | 180%[activator] | -3%
CCNC(=S)NNC(=O)c1csc2ccccc12 | -2% | -12% | -1% | 11% | 0% | 5 | 14% | -8% | -3%
Clc1ccc(/C=N/c2c(-c3ccco3)nc3ccccn23)cc1 | -10% | -4% | ? | -7% | -9% | 9 | -5% | -10% | 2%
COc1ccc(C2=NS(=O)(=O)N(C)C(C(=O)NC(C)c3ccccc3)=C2)cc1 (stereo not given) | 1%&-3% | -8%&-24% | -15%&4% | -2%&-26% | -7%&-10% | 1&0 | 15% | 0%&-22% | 2%&-2%
COc1ccc(CN2C(=O)CS(=O)CC2=O)cc1OC | 5% | -8% | -1% | -15% | 1% | 3 | -4% | -3% | -5%
COCCCNC(=S)N1CCCC(c2nc3cc(C)c(C)cc3[nH]2)C1 (stereo not given) | 11% | -14% | -14% | 40µM* | -5% | 1 | -1% | -2% | 1%
CC(=O)N1CCN(S(=O)(=O)c2cccc(C(=O)OCC(=O)N3CC(=O)Nc4ccccc43)c2)CC1 | -10% | -13% | 109%[activator] | 9% | 1% | -7 | 8% | -5% | -1%
Cc1ccc2[nH]c(=O)c(CN(CCCN3CCOCC3)Cc3nnnn3C3CCCC3)cc2c1 | -4% | -11% | 14% | 10% | 3% | 11 | -2% | -10% | -2%
COC(=O)c1ccc(C)c(NC(=O)CCn2[nH]c(=O)ccc2=O)c1 | 12% | -15% | 9% | nt | nt | -4 | -5% | nt | -3%
COc1ccc(CN2CCN(Cc3cccc(OC)c3)C(CCO)C2)cc1 (stereo not given) | -2% | -21% | 38%[activator] | 4% | -4% | 2 | 2% | -11% | -6%
CC(C)c1ccc(CCNC(=O)c2ccc([N+](=O)[O-])cc2)cc1 | 10% | -12% | -16% | 37% | -1% | 0 | 16% | 8% | -3%
CCn1c(=O)n(CC)c2cc(NC(=O)CSc3ccc([N+](=O)[O-])cn3)ccc21 | 1% | -18% | -11% | 63% | 1% | -2 | 4% | 5% | -4%
Cc1cc2c(c(=O)n1CC1CCCO1)C(c1ccc3c(c1)OCO3)C(C#N)=C(N)O2 (stereo not given) | 1% | -17% | -3% | 8% | 0% | -2 | -6% | 46%[activator] | -2%
CC1CCC(N2CC(=O)N(C3CCCC3)C(c3ccc(Cl)cc3)C2=O)CC1 (stereo not given) | -4%[60.1 µM] | -8% | 29% | -1% | -1% | -5 | nt | -6% | -2%
Cc1noc(/C=C/c2ccco2)c1S(=O)(=O)N1CCC(C(=O)N(C)Cc2ccccc2)CC1 | -11% | 4% | ? | -85% | -25% | -5 | -7% | ? | -1%
Cn1cccc1/C=C1\SC(=S)N(NC(=O)c2ccccc2Cl)C1=O | -6% | -8% | 159%[activator] | 33% | -2% | 0 | -3% | -3% | -2%
CC1CCN(S(=O)(=O)c2ccc(C(=O)NCc3ccc4c(c3)OCO4)cc2)CC1 | -12% | 2% | 11% | -12% | -7% | -12 | 1% | ? | -2%
O=C(Nc1ccc2nc(SCCOc3ccccc3)sc2c1)c1ccc2c(c1)OCO2 | 10% | -2% | 10% | 1% | -5% | -2 | nt | 2% | -2%
CN(c1ccccc1C(=O)Nc1ccc(CC#N)cc1)S(=O)(=O)c1ccccc1 | 1% | -11% | 166%[activator] | 32% | -1% | 0 | 16% | -12% | -2%
Clc1ccc(OCCCn2cncn2)cc1Cl | -1% | -7% | 20% | 3% | 1% | -21 | -1% | -23% | 2%
CC(=O)N1CCc2cc(S(=O)(=O)NC(C(=O)Nc3ccc(C)cc3C)C(C)C)ccc21 (stereo not given) | -2% | -8% | 7% | ? | -11% | -8 | nt | 2% | -2%
Fc1ccccc1-c1nc(-c2ccncc2)no1 | 2% | -17% | 47%[activator] | 7% | 5% | -2 | 9% | -10% | -1%
COc1ccccc1CNc1ncnc2c1nc1n2CCCC1 | -1% | -10% | 17% | 1% | 2% | -3 | nt | -1% | -3%
Cc1ccc(C2CCN(C(=O)c3cnn(-c4ccc(C)c(C)c4)c3C3CCN(C(=O)OC(C)(C)C)CC3)C2)cc1 (stereo not given) | -6% | -20% | 15% | 8% | -2% | -2 | nt | -14% | -3%
Cc1cccc(C(=O)Nc2ccc(C(=O)/C=C/c3cccs3)cc2)c1 | 6% | -10% | ? | 4% | -14% | 1 | 13% | -24% | -4%
C[C@@H]1CN([C@H](C)CO)C(=O)c2cc(NC(=O)Nc3ccc(C(F)(F)F)cc3)ccc2O[C@H]1CN(C)Cc1ccc(Cl)c(Cl)c1 | -5% | ? | 22% | nt | nt | -5 | -10% | nt | 2%
Cc1c(C(=O)OCC(=O)Nc2ccc(C(=O)N(C)C)cc2)oc2ccccc12 | 2% | -19% | 29% | 34% | -7% | -3&1 | 2% | ? | 0%
COc1ccc(CN2CCC(=O)N([C@H](CO)c3ccccc3)CC2)cc1 | 9%&-20% | -9% | -1%&-11% | 33% | 2% | 1 | 0% | -7% | -3%&-4%
COc1ccccc1C(=O)COC(=O)CCNS(=O)(=O)c1ccc(C)c(C)c1 | -4% | -8% | 29% | nt | nt | -4 | 9% | nt | -2%
O=C(CC1NC(=O)NC1=O)NC1(C(=O)NC2CCCCC2)CCCCC1 (stereo not given) | 0% | -11% | 26% | 0% | 1% | -9 | 3% | -9% | 1%
Fc1ccccc1-c1csc(=Nc2cccnc2)n1CCCn1ccnc1 | -9% | 0% | 14% | -1% | -6% | 1 | -2% | -18% | -3%
CC(N=Cc1ccccc1O)c1ccccc1 (stereo not given) | -7% | -1% | 12% | 2% | -13% | -6 | 4% | -12% | 0%
COCCCNC(=O)C1CCCN(S(=O)(=O)c2cccc3nsnc23)C1 (stereo not given) | 0% | -4% | -2% | 11% | -2% | 0 | 27% | -3% | -3%
COc1ccc(C(=O)N2CCC[C@@]3(CCN(c4ccccc4)C3)C2)cc1 | -10%[60.1 µM] | nt | nt | nt | 1% | nt | -2% | nt | -2%
CCOC(=O)N1CCN(C(=O)Cc2ccccc2OC)CC1 | -10% | -13% | 53%[activator] | -2% | -1% | -3 | 2% | 2% | -3%
COc1ccc(C(NC(=O)N2CC(C)OC(C)C2)C(Cl)(Cl)Cl)cc1F (stereo not given) | -13% | -19% | 123%[activator] | -23% | -2% | -4 | 0% | -4% | -4%
O=S(=O)(c1ccccc1)c1nc(Nc2ccccc2N2CCOCC2)sc1Cl | -11% | -12% | 4% | -1% | -10% | 6 | -1% | -24% | -1%
CC1CC(=O)Nc2ccccc2N1S(=O)(=O)c1ccccc1 (stereo not given) | -14% | -4% | 24% | -2% | -8% | -4 | 2% | 10% | -4%

High-throughput results deposited in PubChem BioAssay by National Center for Advancing Translational Sciences (NCATS).
